Hep lipid drop: inhibitors of hepatocyte lipid droplet formation, primary screen, imaging, high-throughput imaging, BODIPY stain; AML12 mouse hepatocytes, oleate lipid droplets; inhibition, % at 6.5 µM; 0.4% of 240,000 active;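 active means lipid droplet intensity inhibited by at least 50%, with more than 500 cells counted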
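Material: mouse AML12 hepatocyte cell line, fixed after treatment; Timing: compound with oleate, overnight; Technique: high-content imaging of BODIPY-stained droplets and DAPI nuclei; Probe or stimulus: oleate, 100 µM final; Dosing: compound at 6.5 µM only.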
Hep lipid drop cells 6.5 µM: second read-out of Hep lipid drop, no call of its own (marks repeat the call); cell count; measured here: cell count, cytotoxicity flag;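 cells counted across two imaged fields per well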
An asterisk follows results filed as active. Not all compounds are listed; count on the stated rates, not on these rows.

SMILES	Hep lipid drop	Hep lipid drop cells 6.5 µM
COc1ccc(-c2nc(CS(=O)(=O)CC(=O)NC3CCCCCC3)c(C)o2)cc1	-2	676
CN(CCc1ccccn1)C1CCCN(S(=O)(=O)c2ccccc2Cl)C1 (stereo not given)	-5	684
C=CCOc1ccccc1CN(CCc1ccccc1)C(=O)c1cccc(S(C)(=O)=O)c1	-14	788
CC(=O)c1ccc(N2CCN(CC(=O)NCc3ccccc3)CC2)cc1	-3	892
Cc1cc(C)cc(NC(=O)c2ccc(CN3CCc4ccccc4C3)cc2)c1	8	862
Cc1ccc(C(=O)Nc2ccc3ccccc3c2)cc1	-1	804
Cc1cccc(C)c1OCc1cc(C(=O)N2CCCCCCC2)no1	19	791
O=C(CSc1nccc(=O)[nH]1)NCc1ccc2c(c1)OCO2	-1	795
CCOc1ccccc1NC(=O)Nn1cnnc1	9	742
CC(C)CCN1C(=O)c2ccc(C(=O)Nc3ccccc3C(=O)O)cc2C1=O	-8	786
CC1CC(C)CN(C(=O)C2CCN(S(=O)(=O)c3cccc4cccnc34)CC2)C1 (stereo not given)	-1	687
CN(C)S(=O)(=O)c1ccc(C(=O)Nc2ccn(C)n2)cc1	13	832
CCOc1cc(C(=O)Nc2nnc(S(=O)(=O)N3CCOCC3)s2)cc(OCC)c1OCC	2	684
COc1ccc(S(=O)(=O)N2CCN(C)CC2)cc1NC(=O)c1ccccc1C	-4	705
CC(Cc1n[nH]c(=S)n1N)c1ccccc1 (stereo not given)	3	819
NS(=O)(=O)c1ccc(CNc2ncnc3sccc23)cc1	-1	831
CCC1CN(C(=O)N2CCC(C(=O)NCc3cccc(OC)c3OC)CC2)c2cc(C)ccc2O1 (stereo not given)	16	734
CC1(c2ccccc2)NC(=O)N(CC(=O)Nc2nnc(C3CC3)s2)C1=O (stereo not given)	1	793
COc1ccc(N(CC(=O)N2CCN(c3ccc(F)cc3)CC2)S(=O)(=O)c2c(C)noc2C)cc1	-4	701
C=CCc1c(OC)ccc2c1c(S(=O)(=O)c1ccc(C)cc1)cn2COC	-2	850
CC(=O)NCCc1ccc(S(=O)(=O)Nc2ccc(C)c(S(=O)(=O)N3CCOCC3)c2)cc1	2	693
COc1ccc(Nc2ncnc3c2c(C)c(C)n3CCCN(C)C)cc1	11	841
N#Cc1ccccc1OCCCN1CCC(Cc2ccccc2)CC1	0	818
CCn1cc(C(=O)N[C@@H](C)C(=O)OC)c(=O)c2cc3c(cc21)OCO3	-17	804
Cc1ccc(C(=O)C[n+]2ccccc2C)cc1[N+](=O)[O-]	7	792
COc1ccccc1CNC(=O)C1CCC(=O)N(CCCc2ccccc2)C1 (stereo not given)	-4	738
O=C(Nc1ccsc1C(=O)O)c1ccccc1Cl	21	821
C/C(=N/NC(=O)c1nnn(-c2nonc2N)c1COc1ccccc1)c1ccc(O)cc1	-21	799
COc1ccc(OC)c(Nc2c3ccccc3nc3ccccc23)c1	4	631
CC1CC(c2ccccc2)NS(=O)(=O)O1 (stereo not given)	4	803
O=C(NC(=S)Nc1ccccc1O)c1cccnc1	5	769
COc1ccc(N2CCN(S(=O)(=O)c3ccc4c(c3)N(C(C)=O)CCO4)CC2)cc1	11	735
Cc1ccc(CS(=O)(=O)CC(C)(O)c2ccccc2)cc1 (stereo not given)	1	817
COc1ccc2c(c1)cc(C(=O)N[C@@H](CCSC)C(=O)N1CCC(C(=O)O)CC1)n2C	22	826
CNC(=O)COc1coc(CN2CCN(c3ccc(F)cc3)CC2)cc1=O	-3	723
O=C(Cn1c(=O)oc2cc(S(=O)(=O)N3CCCC3)ccc21)N1CCN(c2ccccc2F)CC1	-2	778

Looked up above.
Hep lipid drop result of COc1ccc(-c2nc(CS(=O)(=O)CC(=O)NC3CCCCCC3)c(C)o2)cc1 = -2
Hep lipid drop cells 6.5 µM result of CC(=O)c1ccc(N2CCN(CC(=O)NCc3ccccc3)CC2)cc1 = 892
Hep lipid drop cells 6.5 µM result of CCOc1cc(C(=O)Nc2nnc(S(=O)(=O)N3CCOCC3)s2)cc(OCC)c1OCC = 684

Later entries:
SMILES	Hep lipid drop	Hep lipid drop cells 6.5 µM
O=[N+]([O-])c1ccc2[nH]cc(S(=O)(=O)N3CCN(c4cccc(Cl)c4)CC3)c2c1	-22	728
COc1c(C)cc(S(=O)(=O)NCc2ccccn2)c(C)c1C	-15	760
CC(C)NC(=O)COC(=O)c1ccccc1CSC1=NCCS1	-6	775
COc1ccc(N2CC(C(=O)N3CCN(Cc4ccc5c(c4)OCO5)CC3)CC2=O)cc1 (stereo not given)	-2	822
O=C(c1ccc(F)cc1)C1CCN(C(=O)c2ccccc2)CC1	3	795
Cc1ccc(-c2nonc2NC(=O)c2ccco2)cc1	-10	708
O=C(CCC(=O)N1CCN(c2ccccc2F)CC1)N1CCN(c2ccccc2)CC1	46	792
Cc1ccc(S(=O)(=O)NCC2(c3ccccc3)CCN(C)CC2)cc1	4	823
CCOC(=O)CSc1nc2c(sc(=S)n2-c2ccccc2OC)c(=O)n1-c1ccccc1OC	-32	799
CCCCc1ccc(NC(=O)Nc2c(C)n(C)n(-c3ccccc3)c2=O)cc1	-2	854
COc1cc(F)ccc1S(=O)(=O)N1CCN(Cc2ccccc2)CC1	12	809
CCOc1ccc(NC(=O)NC2CCCc3ccccc32)cc1 (stereo not given)	-8	874
Cc1ccc(OCC(=O)N(Cc2cccc(F)c2)C2CCS(=O)(=O)C2)cc1 (stereo not given)	6	704
O=C(NCCc1ccc(F)cc1)NC12CC3CC(CC(C3)C1)C2	0	792
COc1ccc(C(=O)Nc2nc3ccccc3s2)c(OC)c1	8	855
CC(=O)N/C(=C\c1ccc(C)o1)C(=O)NCc1ccccc1	3	808
Cc1ccc(S(=O)(=O)Nc2ccsc2C#N)cc1	1	669
Cc1cccc(N2C(=O)N3[C@H](c4ccc(Br)cc4)[C@@H]4C(=O)N(C(C)(C)C)C(=O)[C@@H]4[C@]3(Cc3ccc(Cl)cc3)C2=O)c1	-3	760
N#Cc1ccc(CN(c2ccncc2)S(=O)(=O)c2ccccc2)cc1	19	733
O=C(CSC(=S)N1CCOCC1)c1cc2ccccc2oc1=O	-17	864
Cc1ccc(/C=C2/SC(=S)N(CCC(=O)NCCCN3CCOCC3)C2=O)cc1	-18	794
Nc1cc(=O)[nH]c(SCCSc2ccccc2)n1	-5	777
CCOc1ccc(C(=O)COC(=O)c2cccc(-n3cnnn3)c2)cc1	13	893
Cc1ccc(NC(=O)CCNS(=O)(=O)c2ccc3[nH]c(=O)oc3c2)cc1F	-5	707

Shown with values under each structure: part of the list above
Each structure is followed by: Hep lipid drop, Hep lipid drop cells 6.5 µM
CC(=O)N/C(=C\c1ccc(C)o1)C(=O)NCc1ccccc1
    3, 808
Cc1ccc(S(=O)(=O)Nc2ccsc2C#N)cc1
    1, 669
Cc1cccc(N2C(=O)N3[C@H](c4ccc(Br)cc4)[C@@H]4C(=O)N(C(C)(C)C)C(=O)[C@@H]4[C@]3(Cc3ccc(Cl)cc3)C2=O)c1
    -3, 760
N#Cc1ccc(CN(c2ccncc2)S(=O)(=O)c2ccccc2)cc1
    19, 733
O=C(CSC(=S)N1CCOCC1)c1cc2ccccc2oc1=O
    -17, 864
Cc1ccc(/C=C2/SC(=S)N(CCC(=O)NCCCN3CCOCC3)C2=O)cc1
    -18, 794

Remaining list, next part
SMILES	Hep lipid drop	Hep lipid drop cells 6.5 µM
COc1cc(COc2ccc3c(C)c(CCC(=O)O)c(=O)oc3c2)cc(OC)c1OC	-15	404
COc1ccc(C(C(=O)NCc2ccccc2)N(Cc2ccco2)C(=O)c2snc(C(N)=O)c2N)cc1 (stereo not given)	-10	804
Cc1cccc(NC(=O)c2cccc(OC(=S)N3CCOCC3)c2)c1	84*	756*
CCOC(=O)c1ccc(OCCOc2cccc(C)c2)cc1	-6	785
O=C(c1ccc(Cl)cc1)C1CCN(C(=O)c2ccc(F)cc2)CC1	1	856
O=C(Cn1cnc2sc3c(c2c1=O)CCCC3)NCC(=O)Nc1ccccc1F	14	682
CCc1nonc1NC(=O)COc1cc(C)c(Cl)c(C)c1	-9	741
CCNc1c(NS(=O)(=O)c2ccc([N+](=O)[O-])cc2)c(=O)oc2ccccc12	-3	765
O=C(Nc1cccc2cccnc12)c1cccc([N+](=O)[O-])c1	6	838
CCCS(=O)(=O)N1CCN=C1SCc1cccc(F)c1	-13	650
O=C(c1ccc(Cl)c(S(=O)(=O)N2CCCC2)c1)N1CCOCC1	15	826
O=C(COc1ccc(Br)cc1)NCCCn1ccnc1	9	819

5 records drawn at random from the list so far:
SMILES	Hep lipid drop	Hep lipid drop cells 6.5 µM
O=C(Cn1cnc2sc3c(c2c1=O)CCCC3)NCC(=O)Nc1ccccc1F	14	682
CCc1nonc1NC(=O)COc1cc(C)c(Cl)c(C)c1	-9	741
COc1ccc(C(C(=O)NCc2ccccc2)N(Cc2ccco2)C(=O)c2snc(C(N)=O)c2N)cc1 (stereo not given)	-10	804
CCOC(=O)c1ccc(OCCOc2cccc(C)c2)cc1	-6	785
O=C(COc1ccc(Br)cc1)NCCCn1ccnc1	9	819

Following part
SMILES	Hep lipid drop	Hep lipid drop cells 6.5 µM
COc1ccc(C(=O)NCCc2cnc[nH]2)cc1OC	-5	787
O=C(c1cc(COc2cccc(C(F)(F)F)c2)on1)N1CCSCC1	-4	857
Cc1ccc(-c2csc3ncn(CC(=O)OC(C)C)c(=O)c23)cc1	0	831
Cc1ccc(C)c(S(=O)(=O)N2CCN(C(=O)Cn3cnc4c3c(=O)n(C)c(=O)n4C)CC2)c1	2	855
C[C@H](NC(=O)C(c1ccccc1)c1ccccc1)c1ccccc1	22	794
O=C(c1ccco1)N1CCN(C(=O)c2ccc(CS(=O)c3ccc(Cl)cc3)o2)CC1 (stereo not given)	1	617
Cc1ccccc1N(C(=O)c1csnn1)C(C(=O)NC1CCCCC1)c1ccncc1 (stereo not given)	-6	757
COc1ccc(N(C(=O)c2snc(C(N)=O)c2N)C(C(=O)NC2CCCC2)c2ccco2)c(OC)c1 (stereo not given)	5	765
CC(=O)NCC(=O)N1CCC(n2nccc2NC(=O)CCCc2ccccc2)CC1	-18	636
COc1ccc(C(=O)Nc2nc3ccccc3[nH]2)cc1	2	797
COc1ccc(NC(=O)c2nn(C)c3c2CS(=O)(=O)c2ccccc2-3)cc1	21	806
CCOCCc1nnc(NC(=O)CCS(=O)(=O)c2ccccc2)s1	5	710

Molecules above that contain an aryl thioether with sulfur outside any ring:
SMILES	Hep lipid drop	Hep lipid drop cells 6.5 µM
O=C(CSc1nccc(=O)[nH]1)NCc1ccc2c(c1)OCO2	-1	795
CCOC(=O)CSc1nc2c(sc(=S)n2-c2ccccc2OC)c(=O)n1-c1ccccc1OC	-32	799
Nc1cc(=O)[nH]c(SCCSc2ccccc2)n1	-5	777

The list continues.
SMILES	Hep lipid drop	Hep lipid drop cells 6.5 µM
CN(C(=O)CSc1nc(O)cc(=O)n1-c1ccccc1F)c1ccccc1	23	591
COC(=O)c1ccc(CN2CCCC(C(=O)c3ccccc3OC)C2)cc1 (stereo not given)	-12	797
CNC(=O)c1cc(S(=O)(=O)N2CC(C)OC(C)C2)ccc1N1CCOCC1 (stereo not given)	4	832
CCOc1ccc(NC(=O)C(=O)NCCN2CCN(S(=O)(=O)c3ccc(C)cc3)CC2)cc1	0	774
CCC(C)NC(=O)C1CCC(CNS(=O)(=O)c2ccc3c(c2)CC(C)N3C(=O)C2CC2)CC1 (stereo not given)	39	697
COc1ccc(CCNC(=O)CCC(=O)N2CCOc3ccccc32)cc1OC	0	693
Cc1ccc(S(=O)Cc2ccc(C(=O)N3CCN(C(=O)c4ccco4)CC3)o2)cc1 (stereo not given)	5	675
COCCNC(=O)c1cn(C)c2ccc(S(=O)(=O)N3CCCCC3)cc2c1=O	-7	674
COC(=O)c1cccc(NC(=O)Cc2ccsc2)c1	2	815
Cc1ccc(-n2c(C)c(C)c3c(NCCN(C)C)ncnc32)cc1	-15	414
CN(CCCNC(=O)c1ccccc1F)CCCNC(=O)c1ccccc1F	-1	814
CCOC(=O)c1c(S(=O)(=O)N2CCc3ccccc32)c(C)n(C)c1C	-42	715
Cc1ccc(-c2ocnc2C(=O)N2CCN(C(=O)c3cccs3)CC2)cc1	4	753
CCCCc1c(O)nc(SC2CC(=O)N(c3ccc(C(=O)OCC)cc3)C2=O)[nH]c1=O (stereo not given)	0	809
CCOc1ccc(C(=O)NC2CCN(CC(=O)NCc3ccccc3)CC2)cc1	-13	802
O=C(NNC(=O)c1cccs1)c1ccc(F)cc1	-9	773
COc1ccc(OCc2cc(C(=O)NC(C)c3csc(C)n3)no2)c(Cl)c1 (stereo not given)	29	745
COc1ccccc1OCCSc1nc2ccccc2n1CC(N)=O	17	826
COc1ccc(CNC(=O)CN(C(=O)c2csnn2)c2cccc3c2CCCC3)cc1	0	774
CCN1CCN(CCC(=O)Nc2cc(OC)cc(OC)c2)CC1	12	876
CCNC(=O)C(=O)NCC1OCCCN1S(=O)(=O)c1ccc(F)cc1C (stereo not given)	-12	815
Cc1ccc(N2CC(C(=O)Nc3nnc(SCC(=O)N4CCOCC4)s3)CC2=O)cc1 (stereo not given)	0	823
N#Cc1c(Nc2ccccc2)c(C=O)c[nH]c1=O	0	831
COc1ccc2cc(-c3ccon3)ccc2c1	13	413
Cc1noc(C)c1CSCC(=O)N(C)CC(=O)Nc1ccc(Cl)cc1	-2	812
COc1ccccc1CNC(=O)C(=O)NCC1OCCCN1S(=O)(=O)c1ccc(F)cc1C (stereo not given)	-17	615
c1ccc2c(c1)OCCc1c-2[nH]c2ccccc12	-2	861
CN(C)CCN1C(=O)C2C(C(=O)Nc3cc(Cl)cc(Cl)c3)C3C=CC2(O3)C1C(=O)NC1CCCCC1 (stereo not given)	-2	835
COc1ccc(NC(=O)c2ccc3nc[nH]c3c2)cc1	-3	844
CN(C(=O)c1cc(COc2ccc(F)c(F)c2)on1)C1CCOC1 (stereo not given)	-12	633
O=C(N[C@@H](Cc1ccccc1)C(=O)N1CCC2(CC1)NCCc1[nH]cnc12)c1cccc(Br)c1	0	724
